Screens: PubChem, several laboratories
Myeloid diff MLP = promotes myeloid progenitor differentiation | ER-HoxA9 myeloid progenitors, lysozyme-GFP differentiation, flow cytometry | 1% of 360,000 active | calls only at 10 µM;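 active = normalized GFP-positive differentiation at or above the plate's own cutoff, the solvent-only control mean plus 3 SD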;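 also: cells exposed to compound for four days before flow analysis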
GPR55 LPI antagonism = GPR55 antagonists blocking LPI-driven arrestin recruitment, primary screen, imaging, U2OS, beta-arrestin-GFP, LPI agonist (AID 2013); U2OS GPR55 beta-arrestin-GFP translocation imaging, LPI antagonism; higher % means a stronger effect; 0.13% of 290,000 active; inhibition, % at 10 µM; hits with a dose series show IC50 in µM;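 active = spots per cell inhibited over 60%, with over 100 cells counted and total cytoplasm intensity under 500,000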;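 also: U2OS cells stably carrying GPR55 and arrestin-GFP stimulated by 5 µM LPI near EC80; imaged beta-arrestin-GFP aggregate spots per cell after agonist stimulation; plate controls were LPI-stimulated DMSO wells for no effect and DMSO wells without LPI for full effect; some results filed as inactive read as strong as hits; confirmed hits need IC50 under 10 µM and bright autofluorescent wells are also inconclusive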
GPR55 beta-arrestin = GPR55 agonists via beta-arrestin recruitment, primary screen, imaging, U2OS cells, beta-arrestin-GFP redistribution (AID 1961); U2OS GPR55 beta-arrestin-GFP redistribution imaging; higher % means a stronger effect; one-dose activation, % at 10 µM; EC50 in µM for titrated hits; 0.048% of 290,000 active;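 active = activation above 40% with more than 50 cells counted in the well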;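 also: U2OS osteosarcoma cells stably expressing GPR55 and beta-arrestin-GFP; plate controls were DMSO negative control for no effect and LPI positive control for full effect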
KOR beta-arrestin-1 = kappa opioid receptor activators – cell-based, luminescence, uHTS, primary screen (AID 1777) | 0.02% of 280,000 active | one-dose activation, % at 10 µM; EC50 in µM for titrated hits | KOR beta-arrestin recruitment, luminescence; higher % means a stronger effect; in the data active = activation above about 50%, passing the limit was not always enough; also: a part of the inactive calls stands beside numbers as strong as those of hits
T cell HTS = modulates CD8 T cell binding to vesicles. 2C CD8+ T cell-vesicle binding, flow cytometry; active compounds read low. calls only at 7 µM. 0.068% of 330,000 active. AID 2052;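 active = response, share of CD8 T cells binding vesicles, and their 90th percentile fluorescence all below set limits, cut at about 80% in these data, passing the limit was not always enough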
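Read-out – percent CD8+ FL2 mean versus row control · System – murine 2C transgenic CD8+ T lymphocytes · Times – 1.5 h cell–vesicle binding at 37 °C, then 20 min icy labelling · Control set – naked vesicles low, QL9 vesicles with vehicle high · Detection – cytometric PE anti-B7-1 and Alexa647 anti-CD8 signals after 1% paraformaldehyde fixation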
KOR beta-arrestin-2 = kappa opioid receptor blockers – cell-based, luminescence, uHTS (AID 1778) | KOR beta-arrestin recruitment, luminescence, antagonist mode; higher % means a stronger effect | 0.091% of 290,000 active | one-dose inhibition, % at 10 µM; IC50 in µM for titrated hits; also: strong numbers were not always called active
HEK293 NOD2/NF-kB = NOD2 signaling inhibitors, cell-based, luminescence, uHTS, HEK293 (AID 1566); HEK293 NOD2/NF-kB luciferase reporter, luminescence; higher % means a stronger effect; inhibition, % at 4 µM, or EC50 in µM where a hit was titrated; 0.63% of 290,000 active; also: many of its hits are not listed in these tables
NOD1 inhibition = NOD1 signaling inhibitors, primary screen, cell-based, luminescence, uHTS (AID 1578); one-dose inhibition, % at 4 µM; EC50 in µM for titrated hits; NOD1-driven NF-kB luciferase reporter cells, luminescence; higher % means a stronger effect; 1% of 290,000 active; in the data active = inhibition mostly above about 36%, no sharp cut-off; inactive = mostly below about 34%;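 also: HEK-293T reporter cells stimulated with the NOD1 agonist gamma-tri-DAP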
NTR1 ag = agonists of NTR1, primary screen, imaging, U2OS cells, beta-arrestin-GFP, high content (AID 493036); NTR1-U2OS beta-arrestin-GFP spot imaging, agonist mode; P30989; 0.17% of 330,000 active; activation, % at 20 µM;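 active = activation at or above 40% of the spot to cytoplasm intensity ratio, with at least 20 cells analyzed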;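 also: 0% = DMSO without peptide and 100% = 100 nM NTR1 peptide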
Target sequence (P30989 whole entry, looked up): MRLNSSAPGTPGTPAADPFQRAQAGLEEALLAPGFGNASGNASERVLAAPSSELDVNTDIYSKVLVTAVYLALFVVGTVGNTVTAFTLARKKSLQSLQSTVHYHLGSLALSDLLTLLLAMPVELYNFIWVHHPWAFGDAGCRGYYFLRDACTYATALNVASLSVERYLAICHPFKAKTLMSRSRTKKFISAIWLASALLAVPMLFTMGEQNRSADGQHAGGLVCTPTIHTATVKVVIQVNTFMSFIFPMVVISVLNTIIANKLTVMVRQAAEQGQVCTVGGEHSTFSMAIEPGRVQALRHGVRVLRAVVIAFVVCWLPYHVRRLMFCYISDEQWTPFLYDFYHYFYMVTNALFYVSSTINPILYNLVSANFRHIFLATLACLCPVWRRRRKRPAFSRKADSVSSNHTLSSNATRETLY
T cell HTS vesicle-bound % = recorded beside T cell HTS, whose call it bears; double positive events, %; measured here: CD8+ vesicle-bound cell fraction;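 binding gate set so that unloaded-vesicle control wells show 10% double positive cells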
NTR1 ag cell count 20 µM = second read-out of NTR1 ag, no call of its own (marks repeat the call); cell count; measured here: cell count, cytotoxicity flag
Myeloid diff MLP GFP+ MAC1+ % = further read-out of Myeloid diff MLP, marked with its call; GFP+ MAC1+ double positive, %; measured here: differentiation confirmed by MAC1 staining
Numbers without * were called inactive; i = inactive; . = not tested or not shown; + = active, no number; [ ] = dose if it differs, or a comment. Rule as the data show it, unless noted: active = inhibition above about 50%; inactive = the rest. Not all compounds are listed, so the mix of outcomes need not match the whole.

SMILES	Myeloid diff MLP	Myeloid diff MLP GFP+ MAC1+ %	GPR55 LPI antagonism	GPR55 beta-arrestin	KOR beta-arrestin-1	T cell HTS	T cell HTS vesicle-bound %	KOR beta-arrestin-2	HEK293 NOD2/NF-kB	NOD1 inhibition	NTR1 ag	NTR1 ag cell count 20 µM
COc1ccc(CC(=O)OCC(=O)NCCc2ccccc2)cc1OC	i	0.5	11%	0.2%	-1.2%	i	5	-4%	6%	-25%	-1.9	63
Cc1cc(C)[n+](C)n1CC(O)Cn1c2ccccc2c2ccccc21 (configuration not stated)	i	0.3	-12%	-0.3%	0.7%	i	25	13%	0%	-37%	-0.7	49
COc1ccc(N(C(=O)c2ccc(Cl)cc2)C2=CC3CCC(C2)N3C)cc1 (configuration not stated)	i	1.5	12%	0.0%	0.8%	i	33	-21%	1%	-4%	0.6	36
Cc1cccc(/C=N/NC(=O)c2cc(C3CC3)nc3ccccc23)n1	i	2.8	0%	-0.1%	-3.1%	i	33	-14%	9%	-4%	-0.2	57
Cc1ccc(OCCOC(=O)c2sc(=S)n(C)c2C)cc1	i	0.0	-12%	0.1%	.	i	51	-24%[20 µM]	14%	-5%	1.3	80
CC1=C(C(=O)Nc2ccccn2)C(c2ccc(Br)cc2)n2ncnc2N1 (configuration not stated)	i	1.3	50%	0.6%	0.6%	i	30	-27%	-21%	-38%	-0.1	66
Cc1nc(SCC(=O)Nc2c(C)n(C)n(-c3ccccc3)c2=O)nc(C)c1C	i	0.5	9%	-0.1%	0.9%	i	35	36%	12%	3%	0.3	35
NS(=O)(=O)OCCCc1ccc(C(F)(F)F)cc1	i	2.1	-12%	0.0%	-2.5%	i	29	-26%[20 µM]	0%	-11%	-1.5	100
CCOC(=O)C1=C(c2ccccc2)O/C(=C(/C#N)C(F)(F)F)S1	.	.	17%	0.0%	-3.8%	i	19	-25%	51%*	61%	13	73
Nc1ccc(S(=O)(=O)Nc2nc(-c3ccccc3)cc(-c3ccccc3)n2)cc1	i	0.2	-5%	-0.3%	-0.9%	i	30	-19%	-26%	-4%	0.7	44
Fc1cccc(CSc2ccc3nnc(-c4ccccn4)n3n2)c1	i	1.0	10%	-0.1%	-1.4%	i	40	25%	18%	-36%	0.5	53
Cc1ccc(NC(=O)NCc2cccnc2)cc1C	i	0.0	-5%	-0.1%	7.2%	i	65	-18%	0%	-64%	-0.4	51
O=C(NNC(=O)c1ccc2ncccc2c1)c1ccc(Cl)cc1	i	0.6	14%	-0.1%	-4.7%	i	40	5%[20 µM]	18%	-10%	0.0	65
O=C(Nc1ccccc1Br)C1CCC(=O)N1Cc1ccccc1Cl (configuration not stated)	i	1.3	6%	-0.1%	0.8%	i	29	-73%	-11%	-26%	-0.7	78
O=C(CCc1nnc2ccc(N3CCOCC3)nn12)Nc1ccc(F)cc1F	i	1.9	3%	0.2%	-7.4%	i	10	3%	12%	-17%	0.4	58
O=C(Nc1ccccc1Cc1ccccc1)c1ccncc1	i	4.5	1%	0.0%	-0.4%	i	64	-2%	2%	-36%	0.9	55
Cc1ccc(C2(CC(=O)N3CCCC3)CCOC(C(C)C)C2)cc1 (configuration not stated)	i	1.7	16%	-0.1%	6.3%	i	42	-21%	-1%	2%	-1.1	92
COc1cccc(NC(=O)Cn2c(=O)n(-c3ccccc3)c(=O)c3sccc32)c1	i	0.4	0%	0.4%	-2.5%	i	30	-10%	10%	-27%	-0.2	68
CCN1CCc2nc(SCC(=O)Nc3ccc(OC)cc3)c(C#N)cc2C1	i	0.4	14%	0.3%	-8.0%	i	34	-12%	9%	1%	1.6	89
CN(C)C1(CNC(=O)CC(NC(=O)c2ccccc2Cl)c2ccccc2)CCCCC1 (configuration not stated)	i	0.3	-9%	-0.2%	-3.1%	i	14	-14%	15%	-19%	-0.8	44
COCCn1c(SCC(=O)Nc2ccc3c(c2)OCCO3)nc2c(c1=O)SC(C)C2 (configuration not stated)	+	9.8*	19%	0.3%	-1.4%	i	39	22%	4%	-10%	3.6	48
CCCCn1c(=O)n(C)c(=O)c2c(C(F)(F)F)cc(-c3ccncc3)nc21	i	0.3	2%	0.5%	6.4%	i	53	-65%	13%	11%	5.2	76
CCCc1cc(=O)n2[nH]c(-c3ccco3)nc2n1	i	2.7	17%	0.2%	-10%	i	35	15%	15%	1%	-1.3	53
Cc1[nH]c2c(ccc3ccccc32)c1C1C(CCN)C1(C)C (configuration not stated)	i	1.6	74%	0.0%	-1.9%	i	23	-9%	-1%	-26%	4.8	71
COc1ccc(C(=O)OCCc2ccc(O)cc2)cc1	i	1.2	2%	-0.1%	3.9%	i	15	2%	-51%	-72%	-0.5	104
Next section.
SMILES	Myeloid diff MLP	Myeloid diff MLP GFP+ MAC1+ %	GPR55 LPI antagonism	GPR55 beta-arrestin	KOR beta-arrestin-1	T cell HTS	T cell HTS vesicle-bound %	KOR beta-arrestin-2	HEK293 NOD2/NF-kB	NOD1 inhibition	NTR1 ag	NTR1 ag cell count 20 µM
Cc1ccccc1Oc1nc(-c2ccccn2)nc2ccccc12	i	0.6	4%	-0.2%	-0.7%	i	58	-13%	24%	-11%	5.1	45
Cc1ccc(NC(=O)c2cn(CCC#N)nc2-c2cccs2)c([N+](=O)[O-])c1	i	0.0	-12%	-0.1%	-1.7%	i	12	-19%	15%	8%	0.1	62
C=C(C)CN(CC)c1nc(N)c2c(N)nc3c(c2c1C#N)CC(=O)N3C12CC3CC(CC(C3)C1)C2	i	0.1	-1%	-0.1%	-3.5%	i	34	-5%	-1%	-11%	1.7	65
COc1ccc(C(CNC(=O)C(CCSC)NC(=O)c2ccccc2OC)N2CCCCC2)cc1 (configuration not stated)	i	1.0	22%	-0.1%	-2.7%	i	18	32%	-2%	-16%	0.0	57
COc1ccccc1N=NC1=C(O)CC(C)(C)CC1=O	i	0.9	3%	0.0%	3.7%	i	41	25%	14%	-35%	0.2	83
Cc1ccc2c(c1)N(CCC(=O)NCC1CCCO1)C(=O)CO2 (configuration not stated)	i	0.6	-10%	-0.1%	4.0%	i	30	-16%	11%	14%	0.9	68
COc1ccc(S(=O)(=O)N2CCC(C(=O)NCc3ccncc3)CC2)cc1C	i	0.9	7%	0.3%	1.2%	i	20	4%	0%	-28%	-0.1	49
O=C(Nc1cccc(Cl)c1)Nc1cnccn1	i	0.7	9%	-0.1%	2.6%	i	12	-18%	-4%	-32%	0.2	79
COc1cc(NC(=O)c2ccccc2)ccc1NC(=O)c1cc2ccccc2o1	i	1.2	-6%	-0.1%	5.3%	i	31	-93%	-19%	-4%	8.8	90
COc1cccc(/C=N/NC(=O)COc2cccc3cccnc23)c1O	i	0.3	14%	-0.3%	-4.3%	i	37	7%	6%	-18%	3.0	55
CCCNC(=S)N1CCC(NC(=O)C2CCCCC2)CC1	i	0.8	11%	-0.2%	-0.5%	i	61	-12%	16%	9%	-1.4	83
Cc1ccc(O)c(NC(=O)c2cccc(NC(=O)c3ccco3)c2)c1	i	2.3	4%	0.2%	-0.6%	i	31	-24%	-3%	-45%	-1.7	51
Cc1cnc(C(=O)N2CCCC(C(=O)c3ccc(C(F)(F)F)cc3)C2)cn1 (configuration not stated)	i	0.1	-5%	-0.1%	.	i	30	3%[20 µM]	-32%	-56%	1.0	89
COc1ccc(C(=O)Nc2c3c(nn2-c2ccc(Cl)cc2)CS(=O)(=O)C3)cc1	i	1.9	0%	-0.2%	3.6%	i	13	-21%	-12%	-29%	4.3	62
O=C(Nc1ccc2c(c1)OCO2)C1CC(=O)N(c2ccccc2)C1 (configuration not stated)	i	0.5	-6%	0.2%	2.3%	i	45	-29%	-7%	-38%	-1.7	57
COc1cccc(Nc2cc(C)nc3ccccc23)c1	i	0.7	0%	2.3%	0.3%	i	26	-34%	22%	-20%	0.1	109
COC(=O)c1ccc(CN2CCC(n3nccc3NC(=O)C3CC3)CC2)cc1	i	0.3	10%	0.2%	-2.1%	i	1	-2%	9%	-30%	0.6	61
COc1ccc(Cn2nnnc2C(c2ccccc2OC)N2CCC(C(N)=O)CC2)cc1 (configuration not stated)	i	0.4	6%	0.2%	4.9%	i	19	31%	-10%	-30%	-0.4	61
O=C(OC(C(=O)NC1CCCCC1)c1ccccn1)c1cccs1 (configuration not stated)	i	1.0	-10%	-0.2%	-3.1%	i	32	18%	5%	-2%	1.1	78
CCOc1cc(CNn2cnnc2)cc(Cl)c1OCC(=O)NC(C)(C)C	i	0.3	-16%	0.5%	-1.8%	i	47	-26%[20 µM]	20%	-6%	0.4	79
CC(CCc1ccccc1)NC(=O)CCC(=O)N1CCC(C(N)=O)CC1 (configuration not stated)	i	0.8	10%	-0.2%	-3.5%	i	13	11%	5%	-26%	0.8	60
CC(C)c1cc(Br)ccc1OCCN1C(=O)NC(C)(C)C1=O	i	0.2	16%	-0.2%	-4.7%	i	19	-22%	13%	-7%	-0.1	38
Cc1oc(-c2cc(F)ccc2F)nc1CN1CCCN(C(=O)c2ccco2)CC1	i	0.2	9%	-0.1%	0.6%	i	47	2%	-5%	-11%	-0.1	59
CN(C)c1ccc(NC(=O)c2ccc3nsnc3c2)cc1	i	7.5	0%	0.3%	-3.0%	i	50	16%	-71%	-29%	2.7	50
O=C(Nc1ccccc1Br)c1cc(=O)c2ccccc2o1	i	0.8	6%	0.3%	-0.5%	i	16	-29%	-34%	-5%	2.9	41
CC12CCC(=O)N1c1c(sc3nc(N4CCOCC4)c4c(c13)CCCC4)C(=O)N2 (configuration not stated)	i	1.2	-10%	-0.1%	-1.5%	i	42	-13%	18%	16%	-1.5	52
CCC1(c2ccc(F)cc2)NC(=O)N(CC(=O)Nc2ccc(C)c(S(=O)(=O)N3CCOCC3)c2)C1=O (configuration not stated)	i	0.3	6%	2.1%	-0.1%	i	17	-5%	8%	-20%	0.4	60

Quoted at random: two records from the list, in no set order.
SMILES	Myeloid diff MLP	Myeloid diff MLP GFP+ MAC1+ %	GPR55 LPI antagonism	GPR55 beta-arrestin	KOR beta-arrestin-1	T cell HTS	T cell HTS vesicle-bound %	KOR beta-arrestin-2	HEK293 NOD2/NF-kB	NOD1 inhibition	NTR1 ag	NTR1 ag cell count 20 µM
COc1ccc(CC(=O)OCC(=O)NCCc2ccccc2)cc1OC	i	0.5	11%	0.2%	-1.2%	i	5	-4%	6%	-25%	-1.9	63
Cc1ccc(NC(=O)c2cn(CCC#N)nc2-c2cccs2)c([N+](=O)[O-])c1	i	0.0	-12%	-0.1%	-1.7%	i	12	-19%	15%	8%	0.1	62
